# TAG inh: inhibitors of triacylglycerol accumulation, primary screen, cell-based, uHTS, fluorescence, H9c2 | H9c2 cells, Nile Red lipid (TAG) fluorescence; cells loaded with 200 µM oleic acid | 230,000 compounds, 0.66% hits | inhibition, % at 12.5 µM;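 active means pattern-corrected inhibition of lipid staining of at least 50% with the nuclear-stain viability signal not falling by more than 50%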;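 further: 0% = DMSO wells and 100% = triacsin C control wells; some results filed as inactive read as strong as hits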
# TAG inh DAPI viability: further read-out of TAG inh, marked with its call; DAPI nuclei signal change (viability), lower = more cytotoxic, %;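 whole-well DAPI fluorescence read on a plate reader as a viability signal; minus 50 percent equals half of cells still viable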
# Active calls of the source: *. A portion of the library. The share of hits here may be higher or lower than overall.
SMILES,TAG inh,TAG inh DAPI viability
COc1ccc(NC(=O)COC(=O)C2CCN(S(=O)(=O)c3cccs3)CC2)cc1,5,-6
COc1ccc(OC)c(C(c2nnnn2C2CCCC2)N2CCN(c3ccccc3)CC2)c1 (stereo not given),-6,1
CCN1C(=O)CC(N2CCN(C(c3ccccc3)c3ccccc3)CC2)C1=O (stereo not given),-31,4
O=C(O)CCC(=O)N1CCN(c2cccc(Cl)c2)CC1,-8,7
Cc1cc(-c2c(C(=O)N3CCOCC3)c(C)nn2-c2ccccc2)no1,5,-1
COCc1ccc([C@@H]2C[C@H]3CN(Cc4ccccc4C)C(=O)[C@]34CCCN24)o1,20,-16
COc1ccc(NC(=O)C2(C)CCN2CCc2ccccc2)cc1OC (stereo not given),-12,19
CCN(CC)CCN(C(=O)c1ccc2c(c1)CCCC2)c1nc2ccc(OC)cc2s1,-13,11
COC(=O)c1cnc(N2CCOCC2)nc1C(F)(F)F,1,-3
Cc1ccc(S(=O)(=O)N(C)c2ccc(C)c([N+](=O)[O-])c2)cc1,-7,-3
CC(C)C[C@H](NC(=O)c1nc[nH]c1C(=O)N[C@@H](CC(C)C)C(=O)OC(C)(C)C)C(=O)OC(C)(C)C,3,-44
O=C(Nc1ccc(N2CCOCC2)cc1)c1cnsn1,-2,7
O=C(NCC1CCCN(C(=O)c2cscn2)C1)c1ccc(-c2ccccc2)cc1 (stereo not given),2,-4
NS(=O)(=O)c1ccc(CCNC(=O)CSc2nc3ccsc3c(=O)n2CCCCCC(=O)O)cc1,-5,-7
CCOc1ccccc1NC(=O)Nc1ccon1,-1,5
COc1ccc(-c2cc3c(=O)n(CC(=O)NCc4ccccc4F)ncn3n2)cc1,-1,-2
CCCCOC(=O)Cn1c(=O)c2c(nc(Br)n2Cc2ccccc2)n(C)c1=O,20,-15
N#CC1=C(N)Oc2c(sc3ccccc23)C1c1ccco1 (stereo not given),-2,-7
Cc1nnsc1C(=O)NNc1ccc(Cl)cc1,-17,11
COc1ccccc1N1Cc2ccccc2C1,2,-7
Cc1ccc2[nH]c(=O)c(CN(Cc3cccnc3)Cc3nnnn3CCN3CCOCC3)cc2c1,-12,3
C#CCOCCOCCOCCNc1nc(N2CCN(C(=O)CCCCCCCCCCNC(=O)[C@H](CCCCN)n3cc(C)nn3)CC2)nc(N2CCN(C(=O)CCCCCCCCCCNC(=O)[C@@H]([C@H](C)CC)n3cc(CCCCCN)nn3)CC2)n1,75*,-39*
Cc1c(Br)c([N+](=O)[O-])nn1CC(=O)Nc1cccc2nonc12,-12,-5
Cc1c(Nc2cc(=O)oc3ccccc23)c(=O)n(-c2ccccc2)n1C,19,-14
C=CCn1c(SC(C)C(=O)Nc2ccc(Cl)cn2)nnc1C1CC1 (stereo not given),9,0
COc1ccc(C(=O)COC(=O)c2sc(C)nc2C)cc1OC,-14,3
CCn1c(CC(=O)Nc2ccc(C)cc2)nnc1SCC(=O)Nc1nc(C)cs1,19,-4
CCn1cc(C(=O)NCCCN2CCCC(C)C2)c(=O)c2cc(S(=O)(=O)N3CCc4ccccc4C3)ccc21 (stereo not given),24,11
CN(CCOc1ccc(Br)cc1)CC(=O)Nc1cccc(S(=O)(=O)NC2=NCCC2)c1,-14,5
CCCC(=O)N1CCCC(c2nc(-c3cccs3)no2)C1 (stereo not given),-11,-2
Oc1ccc(O)c(C=NNC(=S)NC2CC3CC2C2C=CCC32)c1 (stereo not given),13,-14
O=C(c1ccccc1)N1N=C(c2ccco2)CC1c1cccs1 (stereo not given),5,-3
O=C(Nc1nc(-c2ccncc2)cs1)C1COc2ccccc2O1 (stereo not given),50*,-39*
O=C(O)CCn1c(=O)[nH]c(=O)n(CCC(=O)O)c1=O,7,-7
COc1ccc(C(=O)/C=C/c2ccc3c(c2)OCCO3)cc1,5,-11
COc1cccc(NC(=O)C2CCCN2C(=O)Nc2cccc(F)c2)c1 (stereo not given),-3,1
COc1ccccc1N1CCN(c2cc(C)nc3nc(C)nn23)CC1,16,-7
COc1ccc(C(=O)OCC(=O)Nc2ccccc2)cc1[N+](=O)[O-],-8,5
CCCCCCn1c(SCC(=O)c2ccccc2)nc2c1c(=O)[nH]c(=O)n2C,-7,-6
CCCn1c(C)cc(/C=C(\C#N)C(=O)OCC(=O)N(C)c2c(N)n(Cc3ccccc3)c(=O)[nH]c2=O)c1C,7,0
Cc1cc2ncc(C(=O)Nc3ccccc3)c(C)n2n1,-9,6
Cc1nn2c(NCc3ccccn3)cc(C(C)C)nc2c1-c1ccccc1,24,1
CC1CCC(C(C)C)C(OC(=O)C2=C3c4ccccc4S(=O)(=O)N3CC2)C1 (stereo not given),-5,2
O=C(Nc1nc(-c2ccc(Br)cc2)cs1)c1cccnc1,1,6
COc1ccc(C(=S)N2CCC(C(N)=O)CC2)cc1Br,1,4
O=c1[nH]c(CSc2ncn[nH]2)nc2ccccc12,-6,8
CCOc1ccc(NC(=O)CC2SC(=O)N(c3ccccc3)C2=O)cc1 (stereo not given),14,0
Cc1cccc(N(CC(=O)NC2CCCC2)C(=O)c2nsc(Cl)c2Cl)c1C,0,-4
Nc1nc(N)c2cc(Sc3cccc(C(F)(F)F)c3)ccc2n1,-10,8
Cc1ccc2c(c1)cc(CN(Cc1ccco1)S(=O)(=O)c1ccccc1)c1nnnn12,-30,14
Cc1ccc(NC(=O)CCC(=O)N2CCOc3ccccc32)c(Cl)c1,0,-4
O=C(COC(=O)c1ccc(O)cc1)Nc1cc(S(=O)(=O)N2CCOCC2)ccc1Cl,-3,5
COc1ccc(C(=O)NC(=S)NNC(=O)c2ccc3ccccc3n2)cc1,7,-3
CC(=O)N(CN1C(=O)C2CC=CCC2C1=O)c1cccc(Cl)c1 (stereo not given),-14,7
O=C(Nc1ccccc1N1CCN(c2ccc(F)cc2)CC1)C1CCCCC1,-5,0
CCCOc1ccc(N2C(=O)C/C(=C\c3ccccc3)C2=O)cc1,-6,-3
COC(=O)CNC(=O)COC(=O)c1ccc(Cl)nc1,0,0
CCC(C)(C)NC(=O)C(c1cccn1C)N(C(=O)Cn1nnc2ccccc21)c1ccc(NC(C)=O)cc1 (stereo not given),12,-15
COCCCNC(=O)c1c(F)c(F)c(F)c(F)c1F,1,-16
CCN(CC)C(=O)c1ccc(NS(=O)(=O)c2ccc3[nH]c(=O)[nH]c3c2)cc1,-14,0

# Some of the entries above in another layout.
Compound	TAG inh	TAG inh DAPI viability
O=C(COC(=O)c1ccc(O)cc1)Nc1cc(S(=O)(=O)N2CCOCC2)ccc1Cl	-3	5
COc1ccc(C(=O)NC(=S)NNC(=O)c2ccc3ccccc3n2)cc1	7	-3

# Shown bar-delimited: entries from further up.
Molecule | TAG inh | TAG inh DAPI viability
Cc1cc2ncc(C(=O)Nc3ccccc3)c(C)n2n1 | -9 | 6
CCCOc1ccc(N2C(=O)C/C(=C\c3ccccc3)C2=O)cc1 | -6 | -3
Cc1ccc2c(c1)cc(CN(Cc1ccco1)S(=O)(=O)c1ccccc1)c1nnnn12 | -30 | 14

# Random excerpt: 5 records from the list.
SMILES,TAG inh,TAG inh DAPI viability
O=C(Nc1ccccc1N1CCN(c2ccc(F)cc2)CC1)C1CCCCC1,-5,0
CC1CCC(C(C)C)C(OC(=O)C2=C3c4ccccc4S(=O)(=O)N3CC2)C1 (stereo not given),-5,2
Cc1cc2ncc(C(=O)Nc3ccccc3)c(C)n2n1,-9,6
Cc1ccc2c(c1)cc(CN(Cc1ccco1)S(=O)(=O)c1ccccc1)c1nnnn12,-30,14
CC(=O)N(CN1C(=O)C2CC=CCC2C1=O)c1cccc(Cl)c1 (stereo not given),-14,7

# More records:
SMILES,TAG inh,TAG inh DAPI viability
CC1CC(=Cc2ccc([N+](=O)[O-])cc2)C(=O)O1 (stereo not given),-18,5
Cc1nn(C)cc1/C=N\NC(=O)c1csc2c1CCCC2,12,-1
Cc1ccc(OCC(=O)NCCS(=O)(=O)N2CCN(c3ccccc3)CC2)cc1,-10,3
O=C(CN1CCN(CC(=O)Nc2ccc(F)cc2)CC1)NCC1(N2CCOCC2)CCCCC1,14,-14
C#CCOCCOCCOCCNc1nc(N2CCN(C(=O)CCCCCCCCCCNC(=O)[C@@H]([C@H](C)O)n3cc(C)nn3)CC2)nc(N2CCN(C(=O)CCCCCCCCCCNC(=O)[C@@H]([C@H](C)O)n3cc(C)nn3)CC2)n1,-16,-1
CCc1nnc(NC(=O)c2cc(S(=O)(=O)N3CCCCC3)ccc2N2CCOCC2)s1,7,3
CCC(C)NC(=O)N1c2ccccc2Sc2ccccc21 (stereo not given),-1,1
NC(=O)N/N=C/c1sc(N2CCCCC2)nc1-c1cccs1,8,4
Cc1cc(N)ccc1S(C)(=O)=O,-14,-9
COC(=O)C(Cc1ccccc1)N1CCS(=O)(=O)CC1 (stereo not given),-12,9
COc1ccccc1NC(=O)COC(=O)C1CCCC1,-1,-5
COc1ccc(-c2c(C)oc3c(CN4CCOCC4)c(O)ccc3c2=O)cc1,-3,12
O=C(/C=C/c1cccc(Cl)c1)c1nc2ccccc2[nH]1,15,-1
C=CC[N+](C)(C)c1ccc(CCC(=O)CCc2ccc([N+](C)(C)CC=C)cc2)cc1,-5,-1
COCCn1c(SCC(=O)Nc2cccnc2Cl)nc2ccccc2c1=O,6,2
COc1ccc(N2CCN(C(=O)CSc3nnc(-c4cccnc4)n3-c3ccccc3)CC2)cc1,-3,-6
Cc1ccc(NC(=O)CSC2=C(C#N)C(c3ccco3)CC(=O)N2)cc1 (stereo not given),2,1
COc1cccc(C(C)(O)c2nc(-c3ccc(OC)nc3)cs2)c1 (stereo not given),-14,-5
CCc1ccc(CN(C)C(=O)CCc2nnc(CCc3cccc(OC)c3)o2)nc1,-14,-7
COc1cc(-c2nnc(SCC(=O)N(C)C3CCS(=O)(=O)C3)o2)cc(OC)c1OC (stereo not given),18,-4

# Next part; the last 7 above are carried over.
SMILES,TAG inh,TAG inh DAPI viability
C=CC[N+](C)(C)c1ccc(CCC(=O)CCc2ccc([N+](C)(C)CC=C)cc2)cc1,-5,-1
COCCn1c(SCC(=O)Nc2cccnc2Cl)nc2ccccc2c1=O,6,2
COc1ccc(N2CCN(C(=O)CSc3nnc(-c4cccnc4)n3-c3ccccc3)CC2)cc1,-3,-6
Cc1ccc(NC(=O)CSC2=C(C#N)C(c3ccco3)CC(=O)N2)cc1 (stereo not given),2,1
COc1cccc(C(C)(O)c2nc(-c3ccc(OC)nc3)cs2)c1 (stereo not given),-14,-5
CCc1ccc(CN(C)C(=O)CCc2nnc(CCc3cccc(OC)c3)o2)nc1,-14,-7
COc1cc(-c2nnc(SCC(=O)N(C)C3CCS(=O)(=O)C3)o2)cc(OC)c1OC (stereo not given),18,-4
COc1ncnc2c1NC(=O)CS2,-2,4
COc1cc(C2C(C#N)=C(C)NC3=C2C(=O)CC(C)(C)C3)ccc1OCCO (stereo not given),3,-3
O=C(c1ccc(C(F)(F)F)cc1)N1CCC(=O)N(C(COCc2ccc(Cl)cc2)Cc2ccccc2)CC1 (stereo not given),-14,-8
CCOC(=O)c1oc2ccc3c(c2c1C)C(=O)CC1(CCN(C(=O)OCC)CC1)O3,-14,4
CC1CCCC(NC(=O)COC(=O)COc2ccc(C#N)cc2)C1C (stereo not given),-2,3
N/C(Cc1ccc([N+](=O)[O-])cc1)=N\OC(=O)c1ccc(Br)o1,-9,9
O=C(CN1C(=O)C2C3CCC(C3)C2C1=O)OCC(=O)c1ccc(Br)cc1 (stereo not given),0,-4
